Bioassay records from PubChem.
CCR6 antag: CCR6 (human) receptor antagonism. CHO-K1 CCR6 PathHunter beta-arrestin, luminescence, CCL20-stimulated. P51684. 0.49% of 340,000 active. AID 493098. inhibition, % at 20 µM;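 active means compounds whose inhibition of the agonist-driven luminescence signal at 20 µM reaches about 50%, limit read from the data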;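 further: cells stimulated with CCL20 at 14 nM final; plate controls were DMSO with CCL20 for no effect and DMSO without agonist for full effect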
Jurkat NFkB inh: lowers PMA/ionomycin-induced NF-kB signal in Jurkat cells. PMA/ionomycin-induced NF-kB luciferase reporter, luminescence. inhibition, % at 4 µM. 0.53% of 330,000 active. AID 435003; in the data active means inhibition above about 50%
CXCR6 inh: inhibitors of human CXCR6 receptor | O00574 | CHO-K1 PathHunter CXCR6 beta-arrestin, luminescence | inhibition, % at 20 µM | 0.36% of 360,000 active; in the data active means inhibition above about 34%, passing the limit was not always enough;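 further: antagonist mode with CXCL16 agonist at 10 nM final; 0% = 10 nM CXCL16 with DMSO and 100% = unstimulated wells without agonist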
CHOP UPR activ: activators of apoptotic arm of unfolded protein response (CHOP) | 0.34% of 330,000 active | CHO-CHOP luciferase reporter, UPR activation, luminescence; percent of tunicamycin response over DMSO baseline | activation, % at 10 µM | AID 449763;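 active means at 10 µM dose, activation of 40% or more, normalized to positive control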;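 further: 100% = tunicamycin at 10 µg/mL and 0% = DMSO alone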
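Material: CHO-CHOP cells, stable luciferase reporter of PERK-eIF2a-CHOP signalling; quantity: 500 reporter cells seeded per well; buffer or medium: F12 medium containing 10% fetal bovine serum; compound: one dose, 10 µM in 0.5% DMSO; incubation: 6 h compound treatment, 37 °C; measured by: Steady-Glo luciferase luminescence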
XBP1 UPR activ: activators of adaptive arm of unfolded protein response (XBP1); CHO-XBP1 luciferase reporter, IRE1-XBP1 UPR activation, luminescence; percent of tunicamycin response, DMSO as zero; activation, % at 20 µM; 0.33% of 330,000 active;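 active means versus positive control, 20 µM dose yields 30% or more activation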;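 further: 100% = tunicamycin at 10 µg/mL and 0% = DMSO only wells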
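Test system: CHO-XBP1 luciferase reporter cells | Buffer or medium: Serum-containing F12 medium, 10% FBS | Schedule: 6 h compound exposure at 37 °C, 5% CO2 | Detection: Steady-Glo luciferase glow luminescence, 10 min after reagent addition | Read-out basis: Activation, % of tunicamycin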
697 NFkB inh: inhibitors of the PMA/ionomycin-induced NF-kB reporter in 697 B cells; 697 B-cell NF-kB luciferase reporter, 16 h; inhibition, % at 4 µM; 0.33% of 330,000 active; AID 435022; in the data active means inhibition above about 35%
Gli-Sufu block: blocks Gli-Sufu signaling in a luciferase reporter; Sufu-KO-LIGHT fibroblasts, Gli luciferase reporter luminescence; inhibition, % at 5 µM; 0.74% of 340,000 active;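 active means inhibition above about 55%, limit read from the data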;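 further: 0% = DMSO-treated cells and 100% = wells with medium but no cells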
EBI2 antag: EBI2 (human) antagonism; EBI2 beta-arrestin recruitment, luminescence, 7a,25-OHC stimulated; inhibition, % at 5 µM; 0.81% of 360,000 active; AID 651636; in the data active means inhibition above about 38%;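 further: enzyme fragment complementation signal reports receptor beta-arrestin coupling in cells; 0% = agonist plus DMSO wells and 100% = wells without agonist; some results beyond the cut were filed as inactive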
Mdm2-MdmX inh: human Mdm2/MdmX binding inhibition | O15151+Q00987 | SaOS-2 split-luciferase Mdm2/MdmX complementation, luminescence | inhibition, % at 8 µM | 3% of 330,000 active | AID 485346;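 active means inhibition of at least 50% at 8 µM in the primary screen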
Target sequence (O15151 whole entry, looked up): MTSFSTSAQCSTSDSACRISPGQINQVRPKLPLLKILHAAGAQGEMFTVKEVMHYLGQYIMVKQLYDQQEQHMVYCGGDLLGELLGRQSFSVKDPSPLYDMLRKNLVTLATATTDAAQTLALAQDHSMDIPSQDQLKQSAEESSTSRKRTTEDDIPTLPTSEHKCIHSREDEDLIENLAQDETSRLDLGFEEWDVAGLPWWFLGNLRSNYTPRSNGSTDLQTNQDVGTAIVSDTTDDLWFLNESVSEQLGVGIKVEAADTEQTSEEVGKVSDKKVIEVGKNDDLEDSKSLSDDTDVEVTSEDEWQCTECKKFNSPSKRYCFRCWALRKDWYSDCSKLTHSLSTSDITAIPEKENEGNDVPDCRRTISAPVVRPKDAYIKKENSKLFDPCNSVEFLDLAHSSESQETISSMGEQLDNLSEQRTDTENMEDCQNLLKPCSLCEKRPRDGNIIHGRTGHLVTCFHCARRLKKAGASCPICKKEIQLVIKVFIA
Target sequence (Q00987 whole entry, looked up): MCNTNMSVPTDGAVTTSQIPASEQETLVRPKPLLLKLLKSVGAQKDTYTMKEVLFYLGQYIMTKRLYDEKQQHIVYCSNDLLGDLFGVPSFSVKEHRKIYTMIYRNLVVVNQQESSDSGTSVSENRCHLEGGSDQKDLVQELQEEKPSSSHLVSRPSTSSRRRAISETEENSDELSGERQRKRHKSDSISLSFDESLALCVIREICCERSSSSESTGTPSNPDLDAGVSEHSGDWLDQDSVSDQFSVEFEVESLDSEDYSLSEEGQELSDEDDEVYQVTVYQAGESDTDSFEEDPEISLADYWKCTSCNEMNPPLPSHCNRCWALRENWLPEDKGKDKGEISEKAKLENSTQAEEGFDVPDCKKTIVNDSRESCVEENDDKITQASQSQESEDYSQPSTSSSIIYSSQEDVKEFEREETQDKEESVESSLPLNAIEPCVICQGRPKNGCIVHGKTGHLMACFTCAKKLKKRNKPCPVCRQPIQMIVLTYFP
Numbers without * were called inactive; / = no result given; & = joins results of further samples.

Structure,CCR6 antag,Jurkat NFkB inh,CXCR6 inh,CHOP UPR activ,XBP1 UPR activ,697 NFkB inh,Gli-Sufu block,EBI2 antag,Mdm2-MdmX inh
Cc1onc(-c2ccccc2Cl)c1C(=O)NNC(=O)c1nn(C)cc1Cl,-3,-9,-9,0.1,2,13,-7,4,3
CCOC(=O)c1c(NC(=O)CSc2nc3ccccc3o2)sc(C)c1C,8,-37,-3,0.6,3,-27,3,10,-64
O=C(CSc1ccc(F)cc1)Nc1ccccc1Br,4,-34,0,4.9,4,-10,-4,8,-7
CCOC(=O)c1sc(-c2ccc(Cl)cc2)nc1O,-11,1,1,1.7,-3,6,-4,-6,22
Cn1c(=O)c2c(ncn2CC(=O)OCC(=O)Nc2sccc2C(N)=O)n(C)c1=O,6,8,-9,4.0,-3,4,-5,-4,9
O=C(CCc1cccc(Cl)c1)NC1CCCN(Cc2ccccc2F)C1 (configuration not stated),10,1,-1,2.1,-3,1,33,5,13
Cn1cc(S(=O)(=O)CC(=O)Nc2ccc3c(c2)OCO3)c2ccccc21,7,-23,-6,-1.4,-1,24,1,-4,23
CCc1n[nH]c(=S)n1/N=C/c1ccccn1,-9,6,4,3.8,-4,18,20,-11,15
Cc1cc(Cl)c(S(=O)(=O)N2CCN(c3ccc(F)cc3)CC2)cc1OCC(=O)NC1CCCCC1,22,65*,-7,1.4,0,98*,58*,-1,18
COc1cccc2cc(C(=O)C3=C(O)C(=O)N(CCN(C)C)C3c3ccc(F)cc3)oc12 (configuration not stated),-1,-12,3,2.1,0,15,0,-2,26
C[C@]12CCC(=O)C[C@@H]1CC[C@@H]1[C@@H]2CC[C@]2(C)[C@@H](C(=O)COC(=O)CCC(=O)O)CC[C@@H]12,0&-12,-33&-15,-7&5,1.9&1.8,-1&0,-7&11,8&4,-10&-2,-14&-4
NS(=O)(=O)c1ccc(N=Cc2c(O)c3ccccc3oc2=O)cc1,1,-8,-3,18,14,7,0,-7,9
COc1cccc(C2c3[nH]c4ccccc4c3C[C@H]3C(=O)N(C4CC4)CC(=O)N23)c1 (some centres not stated),3,-10,2,1.0,-2,16,8,7,11
O=C(CNC(=O)c1cccc(Br)c1)N/N=C/c1ccc2c(c1)OCO2,8,-6,2,4.1,0,-1,-30,0,-4
NNc1nc(Nc2ccccc2)nc(N2CCCCC2)n1,4,0,5,-0.9,4,2,-5,-1,8
CC(O)CNCCCOc1cccc(Oc2ccccc2)c1 (configuration not stated),3,4,0,-0.9,-1,2,31,9,11
O=C(O)C(Cc1ccccc1)NS(=O)(=O)c1ccc(Cl)cc1 (configuration not stated),5,-6,-2,0.7,-1,4,45,0,10
CSc1cccc(NC(=O)C(C)Sc2ccc(C)cc2)c1 (configuration not stated),-5,8,-1,2.6,0,10,0,-5,-5
COc1cccc(NC(=O)CSC(N)=O)c1,2,5,-2,-0.4,-3,15,28,14,-2
CC(C)C(NC(=O)C(c1ccccc1)c1ccccc1)c1nc2ccccc2[nH]1 (configuration not stated),8,7,-3,-1.2,-2,5,-10,0,28
CCc1c(C)nc(SCC(=O)NNC(=O)Cc2ccc(OC)cc2)[nH]c1=O,0,8,-2,-0.6,0,7,3,4,11
O=C(NNc1ccccc1[N+](=O)[O-])Nc1ccc(F)cc1F,4,12,-20,-0.8,-5,8,-21,0,7
CC(=O)Nc1ccc(S(=O)(=O)N(C)CC(=O)N2CCN(C(=O)c3ccco3)CC2)cc1,6,5,-2,-0.1,1,13,-4,3,3
CC(C)(C)n1nnnc1C(c1cccnc1)N1CCN(c2ccccc2)CC1 (configuration not stated),15,3,3,0.7,-5,-5,-32,-7,3
O=C(COC(=O)c1ccco1)c1ccccc1,-6,-7,-7,4.1,-3,-7,-12,1,16
Cc1cc(N2CCOCC2)nc2ccc(NC(=S)N3CCCCC3C)cc12 (configuration not stated),7,-32,-6,8.8,1,-26,-5,-13,-9
CCc1nnc(NC(=O)c2csc3c2CCC(C)C3)s1 (configuration not stated),/,-70,/,6.8,2,-17,/,/,-6
Clc1ccc(CSc2nnc([C@@H]3CCCN3)o2)cc1Cl,5,-6,6,1.3,-3,-1,7,-2,25
Cc1cccc(N=C2CSC(=O)N2)c1,-2,3,11,0.3,-1,-4,-1,5,-13
CN(CCC#N)C(=O)COC(=O)c1ccc(Cl)cc1O,3,-7,-4,0.1,-1,12,2,2,8
COc1ccc(OC)c(N2CC(O)(c3ccccc3)[N+]3=C2SCCC3)c1 (configuration not stated),14,-8,3,1.5,0,-11,44,5,13
CN(C1CCCCC1)S(=O)(=O)c1ccc(NC(=O)Cn2nc(-c3ccc(F)cc3)ccc2=O)cc1,-1,-7,-2,2.8,1,2,1,21,-4
Cc1csc2nc(CN3CCN(CC(=O)N(C)C)CC3)cc(=O)n12,5,9,-3,1.7,-3,3,-29,-5,4
CC(C)=C1C2CCC1C1C(=O)N(c3nccs3)C(=O)C21 (configuration not stated),10,8,6,-0.4,0,10,-5,-3,13
Cn1c(=O)c2cc(S(=O)(=O)N3CCC(c4ccccc4)CC3)ccc2n(C)c1=O,11,12,4,3.3,-3,6,3,3,9
CNC(=O)/C(C#N)=C/c1c(N2CCN(c3ccccc3)CC2)nc2c(C)cccn2c1=O,16,1,-5,1.2,-4,3,/,-4,3
Cc1oc(CC(C)C)cc1C(=O)Nc1cccc2ccccc12,16,5,6,0.1,-1,6,-5,0,26
Cc1ccsc1/C=N/n1c(-c2ccccn2)n[nH]c1=S,11,5,6,6.0,0,9,8,-5,11
OC1O[C@H](c2ccc3c(c2)OCO3)[C@H]2CO[C@H](c3ccc4c(c3)OCO4)[C@@H]12 (some centres not stated),-5,3,-4,0.7,1,0,-5,-3,19
COc1ccc(C2=NO[C@@H]3C(=O)N(Cc4ccccc4)C(=O)[C@H]23)cc1OC,7,9,-5,-1.1,-1,7,4,-12,28

Part of the list above in order of formula weight, falling.
Structure,CCR6 antag,Jurkat NFkB inh,CXCR6 inh,CHOP UPR activ,XBP1 UPR activ,697 NFkB inh,Gli-Sufu block,EBI2 antag,Mdm2-MdmX inh
CN(C1CCCCC1)S(=O)(=O)c1ccc(NC(=O)Cn2nc(-c3ccc(F)cc3)ccc2=O)cc1,-1,-7,-2,2.8,1,2,1,21,-4
CC(=O)Nc1ccc(S(=O)(=O)N(C)CC(=O)N2CCN(C(=O)c3ccco3)CC2)cc1,6,5,-2,-0.1,1,13,-4,3,3
CNC(=O)/C(C#N)=C/c1c(N2CCN(c3ccccc3)CC2)nc2c(C)cccn2c1=O,16,1,-5,1.2,-4,3,/,-4,3
Cn1c(=O)c2cc(S(=O)(=O)N3CCC(c4ccccc4)CC3)ccc2n(C)c1=O,11,12,4,3.3,-3,6,3,3,9
CCc1c(C)nc(SCC(=O)NNC(=O)Cc2ccc(OC)cc2)[nH]c1=O,0,8,-2,-0.6,0,7,3,4,11
Cc1cc(N2CCOCC2)nc2ccc(NC(=S)N3CCCCC3C)cc12 (configuration not stated),7,-32,-6,8.8,1,-26,-5,-13,-9
CC(C)(C)n1nnnc1C(c1cccnc1)N1CCN(c2ccccc2)CC1 (configuration not stated),15,3,3,0.7,-5,-5,-32,-7,3
COc1ccc(OC)c(N2CC(O)(c3ccccc3)[N+]3=C2SCCC3)c1 (configuration not stated),14,-8,3,1.5,0,-11,44,5,13
OC1O[C@H](c2ccc3c(c2)OCO3)[C@H]2CO[C@H](c3ccc4c(c3)OCO4)[C@@H]12 (some centres not stated),-5,3,-4,0.7,1,0,-5,-3,19
COc1ccc(C2=NO[C@@H]3C(=O)N(Cc4ccccc4)C(=O)[C@H]23)cc1OC,7,9,-5,-1.1,-1,7,4,-12,28
Cc1csc2nc(CN3CCN(CC(=O)N(C)C)CC3)cc(=O)n12,5,9,-3,1.7,-3,3,-29,-5,4
Clc1ccc(CSc2nnc([C@@H]3CCCN3)o2)cc1Cl,5,-6,6,1.3,-3,-1,7,-2,25
CCc1nnc(NC(=O)c2csc3c2CCC(C)C3)s1 (configuration not stated),/,-70,/,6.8,2,-17,/,/,-6
Cc1ccsc1/C=N/n1c(-c2ccccn2)n[nH]c1=S,11,5,6,6.0,0,9,8,-5,11
O=C(COC(=O)c1ccco1)c1ccccc1,-6,-7,-7,4.1,-3,-7,-12,1,16
Cc1cccc(N=C2CSC(=O)N2)c1,-2,3,11,0.3,-1,-4,-1,5,-13

Other records:
Structure,CCR6 antag,Jurkat NFkB inh,CXCR6 inh,CHOP UPR activ,XBP1 UPR activ,697 NFkB inh,Gli-Sufu block,EBI2 antag,Mdm2-MdmX inh
O=C(c1ccc(N2CCOCC2)nc1)N1CCCCC1,0,-3,-6,1.3,0,14,0,-4,38
CC(C)N(Cc1nc(-c2ccccc2)no1)C(=O)c1ccc2c(c1)OCO2,11,6,-5,0.5,0,9,2,-8,18
O=S(=O)(c1ccccc1)N(CC1CO1)c1cccc2ccccc12 (configuration not stated),19,13,-9,-0.5,0,10,8,-2,-12
O=[N+]([O-])c1cccc(S(=O)(=O)N/N=C\c2ccc3c(c2)OCO3)c1,12,3,11,2.7,-4,7,2,3,27
O=C(NCc1ccco1)/C(=C/C=C\c1ccccc1)NC(=O)c1ccc(Br)o1,14,-1,9,0.1,6,6,-7,0,2
Cc1cc(NC(=O)c2ccc(C#N)cc2)n(-c2ccccn2)n1,2,-5,6,1.0,16,9,-5,2,63*
COc1ccc(OCC(=O)Nc2cccc(C(C)=O)c2)cc1,-11,-10,-13,-2.8,0,2,-10,16,-2
